CF NFkB block: blocks PAF-induced NF-kB reporter in cystic fibrosis cells | 360,000 tested, 0.86% active | inhibition, % at 5 µM | KKLEB NF-kB-GFP reporter, GFP fluorescence overnight;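 active = at least 50% inhibition at 5 µM, scaled per plate between neutral and stimulator controls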;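 also: PAF is a Pseudomonas aeruginosa culture filtrate used as stimulus; plate controls were PAF-stimulated DMSO wells for no effect and unstimulated DMSO wells for full effect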
TRPM1 prom inh: inhibitors of MITF-driven TRPM1 promoter in melanoma cells; inhibition, % at 12.5 µM; AID 488899; SK-MEL-5 TRPM1 promoter luciferase, 24 h; 330,000 tested, 0.83% active;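 active = mean inhibition across replicates of 60% or more, whatever share of single replicates reaches that level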; also: values of inactives mirror those of a sister screen read the other way
NR2E3 ag-1: agonists of human NR2E3 nuclear receptor. Q9Y5X4. AID 602229. 360,000 tested, 0.35% active. CHO-S Gal4-NCOR/VP16-NR2E3 two-hybrid, luciferase. inhibition of corepressor binding, % at 3.98 µM;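 active = inhibition above the mean of all tested compounds plus 3 SD, cut at about 70% in these data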;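 also: 0% = DMSO with NR2E3 transfected cells and 100% = cells lacking NR2E3 construct; higher means lower luciferase signal from less NR2E3 corepressor binding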
Target sequence (Q9Y5X4 whole entry, looked up, the tested form may be a part): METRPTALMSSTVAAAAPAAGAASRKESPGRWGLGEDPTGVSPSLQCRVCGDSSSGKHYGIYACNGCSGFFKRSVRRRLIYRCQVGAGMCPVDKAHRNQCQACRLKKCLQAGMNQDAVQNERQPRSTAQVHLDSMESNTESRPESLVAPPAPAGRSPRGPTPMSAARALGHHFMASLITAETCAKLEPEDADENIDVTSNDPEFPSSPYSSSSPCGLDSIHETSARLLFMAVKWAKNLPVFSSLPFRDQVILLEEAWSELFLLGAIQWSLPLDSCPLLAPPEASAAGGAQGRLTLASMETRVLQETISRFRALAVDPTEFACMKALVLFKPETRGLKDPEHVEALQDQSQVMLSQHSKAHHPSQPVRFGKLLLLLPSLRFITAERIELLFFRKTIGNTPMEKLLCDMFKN
TWEAK Fn14 block: inhibitors of TWEAK-Fn14 interaction signaling | inhibition, % at 10 µM | 360,000 tested, 2% active | TWEAK-stimulated Fn14 reporter cells, luciferase luminescence, 8 h | AID 1159606; in the data active = inhibition above about 50%
KKLEB tox: CF airway cell cytotoxicity counter-screen; KKLEB CF airway cells viability, ATPlite luminescence, overnight; hits give low values; cells stimulated with P. aeruginosa culture filtrate; activity change (cytotoxicity), % at 5 µM; 360,000 tested, 0.36% active;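 active = corrected activity change at or below -50% at 5 µM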
hiPSC survival: enhancers of human iPSC single-cell survival; AID 602274; survival enhancement, % at 20 µM; hiPSC single-cell survival, ATPlite luminescence; 100% = ROCK inhibitor wells, 0% = DMSO; 360,000 tested, 0.044% active; in the data active = survival enhancement above about 18%;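 also: cells exposed to compounds for 16 hours before the ATP read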
HIF-2a inh: blocks HIF-2a reporter activity; AID 624352; 786-0 RCC cells HIF-2a reporter, luciferase luminescence, overnight; inhibition, % at 18.8 µM; 360,000 tested, 0.72% active;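 active = inhibition of the luminescence signal of 40% or more relative to plate controls, in a single-dose primary screen at 18.75 µM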
aDG glyco act: increases alpha dystroglycan glycosylation | Pro5-aDG cells, alpha-DG glycosylation AlphaScreen (IIH6); 0% Pro5, 100% B10-LARGE cell signal | activation, % at 10 µM | 360,000 tested, 0.22% active | AID 624168;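 active = activation of at least 8% versus controls, or a plate z-score of at least 8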;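 also: Pro5 are CHO cells carrying HIG-tagged alpha-DG that lacks glycosylation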
NR2E3 ag-2: NR2E3 (human) agonism | AID 2300 | GST-NR2E3/biotin-RetCOR TR-FRET, 1536-well | inhibition of corepressor binding, % at 4.78 µM | 320,000 tested, 0.12% active;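 active = percent inhibition above the cutoff of mean plus 3 SD of all tested compounds, set per screening campaign, cut at about 20% in these data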;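 also: 0% = DMSO wells and 100% = biotin wells as full block of FRET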
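System: GST-NR2E3 and biotin-RetCOR proteins; probe or stimulus: 7 nM biotin-RetCOR; doses: compound at 4.8 µM, single dose; schedule: Compound–protein incubation for 5 h at 4 °C; detection: time-resolved FRET; read-out: percent inhibition; controls: biotin wells as high control, 0.6% DMSO wells as low control; format: 1536-well plates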
Peg3 promoter: Peg3 promoter activity inhibition; inhibition, % at 20 µM; HeLa PEG-Prom luciferase reporter, luminescence, overnight; 360,000 tested, 1.7% active;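 active = inhibition of at least 50% at 20 µM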
Shn3 3UTR inh: reduces Shn3 3'UTR luciferase signal in osteoblasts; 360,000 tested, 0.52% active; inhibition, % at 12.5 µM; Clone20 osteoblast Shn3 3'UTR firefly luciferase, 24 h;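 active = mean inhibition of at least 75% with every replicate also reaching 75%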;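 also: 0% = median of neutral control wells and 100% = pilot-screen positive control compound; some compounds past the cut are filed as inactive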
An asterisk follows results filed as active; . = no result given.

structure,CF NFkB block,TRPM1 prom inh,NR2E3 ag-1,TWEAK Fn14 block,KKLEB tox,hiPSC survival,HIF-2a inh,aDG glyco act,NR2E3 ag-2,Peg3 promoter,Shn3 3UTR inh
CCOC(=O)C1=C(C)Nc2ccccc2S1,3.4,-10.5,2.8,3.2,-9.6,-0.4,-78.9,-0.1,-2.8,-41.5,-19.5
Cc1cccc(C(=O)NC(=S)NNC(=O)Cc2ccccc2)c1,-0.7,-1.7,-27.9,-52.3,1.0,-0.2,-0.2,0.3,2.3,10.6,7.2
CCn1cnc2sc(C(=O)Oc3ccc(Br)cc3)c(C)c2c1=O,27.4,-57.5,-20.7,-22.2,-16.6,-0.5,-67.2,0.5,-2.0,-168.0,-26.9
O=C(O)C1CCCCC1C(=O)Nc1ccc(S(=O)(=O)N2CCCCCC2)cc1 (stereo not drawn),1.7,13.0,-12.8,10.1,-13.9,-0.5,14.3,-0.1,2.6,4.2,-3.2
Cc1ccc(C)c(NS(=O)(=O)c2ccc(-c3coc(C)n3)cc2)c1,-1.7,-1.2,19.4,6.3,-6.0,0.0,12.7,0.0,2.4,28.3,5.5
O=C(NCc1ccccc1Cl)C1CCC(=O)N(CC2CCCCC2)C1 (stereo not drawn),17.6,10.5,6.9,-15.0,8.9,-0.3,-17.8,0.1,0.4,-0.8,-7.1
CC1CCCC(NC(=O)COC(=O)/C=C/c2ccc3c(c2)OCO3)C1C (stereo not drawn),-4.0,-8.6,-14.2,-20.8,7.7,7.0,-53.0,-0.1,-0.6,-15.7,-3.5
O=C(N/N=C1\CCCc2ccccc21)c1ccccc1[N+](=O)[O-],-3.2,-1.3,-14.4,-10.7,7.1,-1.3,0.2,0.0,1.6,4.8,14.0
CCC1CCC/C1=N\NC(=O)c1ccccc1Cl (stereo not drawn),-7.4,.,-26.2,5.6,8.4,-0.1,12.7,-0.1,-0.6,8.1,12.2
CCSc1n[nH]c(=S)s1,-10.7,-8.6,-26.7,-1.4,1.4,-0.3,6.4,-0.1,-3.4,-1.0,6.9
CC1=CC(C)(C)Nc2ccc(OC(=O)C(Cc3ccccc3)N3C(=O)c4ccccc4C3=O)cc21 (stereo not drawn),13.2,16.8,-16.0,110.3*,3.3,-2.3,80.7*,0.6,4.2,4.5,29.6
O=C(NCc1ccco1)/C(=C/c1cccc(C(F)(F)F)c1)c1nc2ccccc2[nH]1,19.3,49.2,34.4,-24.6,-17.0,-1.9,41.1*,0.1,0.0,50.3*,-19.1
NC(=O)CN1C(=O)C2C3c4ccccc4C(c4ccccc43)C2C1=O (stereo not drawn),-0.9,-1.0,-4.4,2.0,0.4,2.5,20.1,-0.2,-2.8,6.7,1.4
O=C(Oc1c(CN2CCOCC2)cc(Cl)c2cccnc12)c1ccccc1Br,-1.5,70.4*,-51.1,-6.4,15.2,-0.3,24.2,-0.1,-2.8,33.5,.
O=C(CSc1nc2[nH]ncc2c(=O)[nH]1)NCCc1ccccc1,3.0,-8.9,-4.0,26.8,8.1,-2.2,19.1,-0.1,-3.9,-17.7,2.1
CC1CCCCN1Cc1c(O)ccc2c(=O)c(-c3ccc(Cl)cc3)coc12 (stereo not drawn),-21.0,-38.3,-43.4,-12.0,18.1,-0.2,-126.0,0.1,0.6,-104.5,-34.9
Cc1ccc(C(=O)OCC(=O)c2ccccc2)cc1,-18.0,-67.8,-140.7,45.3,-14.9,-0.2,-287.9,-0.3,-0.1,-223.1,-62.4
N#Cc1cccc(N=Cc2c(O)ccc3ccccc23)c1,8.5,4.0,-3.2,11.9,-3.2,0.0,12.2,0.3,2.1,10.5,15.8
O=C1CC(c2ccccc2)CC(O)=C1C=Nc1ccccc1O (stereo not drawn),-5.7,8.9,-3.8,-17.3,-15.5,-2.5,-17.6,1.3,0.1,-7.0,11.2
CCn1c(SCC(=O)c2ccc(C)cc2)nnc1-c1ccoc1C,5.0,-17.8,-3.3,-31.1,3.1,1.7,-58.9,-0.2,2.3,-19.7,0.4
C[N+](C)(C)CCN1C(=O)c2ccccc2C1=O,.,.,6.1,-11.8,.,-0.4,3.5,-0.1,.,.,.
S=C(Nc1ccc(Cl)cc1Cl)N1CCCC1,-1.5,-28.4,-28.4,-22.5,11.6,-0.5,-134.2,0.3,-2.1,-111.5,-17.3
CC1=C(C#N)C(c2ccccc2)C2=C(N1)c1ccccc1C2=O (stereo not drawn),-54.9,15.4,-6.6,-6.0,8.7,5.0,19.4,0.6,-1.4,26.6,5.7
COc1ccc(CN2CCN(CCCc3ccccc3)C(CCO)C2)c(O)c1 (stereo not drawn),12.8,-9.6,14.8,2.7,-2.0,-0.6,19.1,0.0,-1.8,2.6,7.0
CCc1ccc(Nc2n[n+](-c3ccccc3)c(-c3cc(OC)c(OC)cc3Br)s2)cc1,-31.6,6.8,2.8,-24.4,-6.7,4.9,25.3,-0.1,7.7,-9.1,6.8
O=C(CCN1C(=O)C2CC=CCC2C1=O)N1CCN(c2ccccn2)CC1 (stereo not drawn),-4.1,3.4,-21.0,-8.5,3.1,-0.9,25.1,-0.1,0.9,6.4,-7.0
Cc1nc(-c2ccc(Cl)cc2)sc1C1(C)CC(c2cccc([N+](=O)[O-])c2)=NO1 (stereo not drawn),-6.8,-47.0,-53.4,-41.4,5.6,1.9,-159.9,-0.4,3.3,-135.8,-14.7
COC(C(=O)Nc1ccnn1C1CCN(C(=O)c2ccc(C=O)cc2)CC1)c1ccccc1 (stereo not drawn),-1.5,-10.3,25.6,3.3,4.7,-0.4,-10.8,-0.4,5.0,-16.1,3.6
COc1ccc(CCN2CC(C(=O)NCC(=O)Nc3ccc(F)c(F)c3)CC2=O)cc1OC (stereo not drawn),4.3,-3.3,-8.6,-4.2,-15.0,-0.3,1.5,0.1,1.6,-3.8,-23.6
CC(=O)CCc1ccc(OCCCCN2CCC(Cc3ccccc3)CC2)cc1,-25.5,-5.8,3.1,14.6,13.1,-0.8,16.0,0.7,2.5,-0.8,-11.7

2 of the compounds above, field by field.
Molecule: O=C(Oc1c(CN2CCOCC2)cc(Cl)c2cccnc12)c1ccccc1Br
  CF NFkB block: -1.5; TRPM1 prom inh: 70.4*; NR2E3 ag-1: -51.1; TWEAK Fn14 block: -6.4; KKLEB tox: 15.2; hiPSC survival: -0.3; HIF-2a inh: 24.2; aDG glyco act: -0.1; NR2E3 ag-2: -2.8; Peg3 promoter: 33.5; Shn3 3UTR inh: .

Molecule: O=C1CC(c2ccccc2)CC(O)=C1C=Nc1ccccc1O (stereo not drawn)
  CF NFkB block: -5.7; TRPM1 prom inh: 8.9; NR2E3 ag-1: -3.8; TWEAK Fn14 block: -17.3; KKLEB tox: -15.5; hiPSC survival: -2.5; HIF-2a inh: -17.6; aDG glyco act: 1.3; NR2E3 ag-2: 0.1; Peg3 promoter: -7.0; Shn3 3UTR inh: 11.2

Grouped by structure, the compounds so far containing four or more nitrogen atoms.
structure,CF NFkB block,TRPM1 prom inh,NR2E3 ag-1,TWEAK Fn14 block,KKLEB tox,hiPSC survival,HIF-2a inh,aDG glyco act,NR2E3 ag-2,Peg3 promoter,Shn3 3UTR inh
O=C(CSc1nc2[nH]ncc2c(=O)[nH]1)NCCc1ccccc1,3.0,-8.9,-4.0,26.8,8.1,-2.2,19.1,-0.1,-3.9,-17.7,2.1
O=C(CCN1C(=O)C2CC=CCC2C1=O)N1CCN(c2ccccn2)CC1 (stereo not drawn),-4.1,3.4,-21.0,-8.5,3.1,-0.9,25.1,-0.1,0.9,6.4,-7.0
COC(C(=O)Nc1ccnn1C1CCN(C(=O)c2ccc(C=O)cc2)CC1)c1ccccc1 (stereo not drawn),-1.5,-10.3,25.6,3.3,4.7,-0.4,-10.8,-0.4,5.0,-16.1,3.6

Following part:
structure,CF NFkB block,TRPM1 prom inh,NR2E3 ag-1,TWEAK Fn14 block,KKLEB tox,hiPSC survival,HIF-2a inh,aDG glyco act,NR2E3 ag-2,Peg3 promoter,Shn3 3UTR inh
COc1ccc(NC(=S)N(CCC(C)C)C2CCN(C(C)C)CC2)cc1,-1.6,-12.2,-27.7,11.8,-1.3,-0.8,-12.1,-0.2,3.1,-9.2,17.6
COc1cccc(CN2CC(C(=O)NCCc3cn4cccnc4n3)CCC2=O)c1 (stereo not drawn),11.7,.,-27.0,-6.2,0.5,1.1,14.1,-0.1,.,-4.6,13.1
COc1cccc(OCc2nnc(SCC(=O)N3c4ccccc4Sc4ccc(Cl)cc43)o2)c1,12.0,1.0,-26.8,21.6,-0.1,0.9,15.1,0.5,-0.2,17.7,68.3
COc1ccc(NC(=O)c2cccc(N3C(=O)C4C5C=CC(C5)C4C3=O)c2)cc1Cl (stereo not drawn),-2.6,7.7,14.7,22.7,-8.8,0.4,-7.6,1.4,4.8,-3.2,71.6
COc1cc(/C=C2\SC(c3ccc(C)cc3)=NC2=O)cc(OC)c1O,-11.1,-2.7,-29.0,10.9,5.2,-1.9,-26.0,0.2,-1.3,0.3,-4.1
COC(=O)c1cc(S(=O)(=O)Nc2ccc(C)cn2)c[nH]1,6.2,2.8,6.0,2.1,2.0,-0.2,4.5,-0.1,0.0,15.0,-2.9
Cc1ccc(C)c(N2C(=O)c3ccc(C(=O)OCC(=O)c4c(N)n(C)c(=O)n(C)c4=O)cc3C2=O)c1,-2.6,-8.2,14.3,-9.8,10.3,2.5,1.7,0.0,-1.4,3.6,-33.1
COc1cccc(CN2CCCC(C(=O)N3CCCCC3)C2)c1OC (stereo not drawn),-5.0,-2.8,-16.5,-14.6,3.9,0.3,4.2,0.7,-2.1,-9.3,1.6
O=C(Cn1c(=O)oc2ccccc21)NCCc1ccccc1,0.3,-2.8,-8.2,-3.9,9.5,1.0,-11.0,-0.1,-2.7,-19.9,5.3
COC(=O)c1ccc(CSc2cc(C)c3cc(C)cc(C)c3n2)o1,-17.6,-1.4,-24.4,-2.5,9.0,-0.7,2.4,0.1,0.7,7.5,-0.6
Cc1ccc(-n2c(=O)[nH]c3cc(C(=O)NC4CCN(Cc5ccccc5)CC4)ccc3c2=O)cc1,-8.8,4.6,-14.3,1.6,-10.1,-1.9,1.0,0.1,-3.5,2.7,7.5
CCN1C(=O)CSC1=Nc1ccc(C(=O)OC)cc1,6.5,.,-20.4,2.5,-10.4,-3.1,0.4,-0.1,.,-0.9,2.1
CC(=O)NC(CC(C)C)C(=O)O (stereo not drawn),-5.4,-5.1,-16.6,3.0,11.6,3.3,6.2,0.0,.,-10.7,-10.8
O=S(=O)(NCC(c1ccc2c(c1)OCO2)N1CCOCC1)c1ccc(Br)cc1 (stereo not drawn),13.2,-3.4,14.8,-4.0,-4.6,0.3,1.6,-0.3,0.8,10.7,4.0
COc1ccc(S(=O)(=O)N2CCOCC2)cc1NC(=O)COc1ccc2c(C)cc(=O)oc2c1,0.9,-16.9,-15.9,-18.7,-22.6,0.9,-0.7,-0.1,.,-4.4,-1.1
Cc1ccc(S(=O)(=O)N(C)CC(=O)Nc2ccncc2)cc1,4.6,0.8,-12.6,7.8,8.4,1.2,14.0,0.1,0.5,17.0,13.1
CCN(CC)c1ccc(/C=N/Nc2nn[nH]n2)cc1,-37.6,16.3,-0.2,15.8,-6.3,-0.1,13.7,0.2,-8.4,0.9,0.6
O=C(Nc1ccc(Cl)c(Cl)c1)OCc1cncs1,-8.5,-9.0,-22.8,7.6,0.8,1.5,-223.6,0.9,-0.2,-151.5,9.3

Compound activity from PubChem.
